Screens: PubChem BioAssay, The Scripps Research Institute Molecular Screening Center
FBW7 act = FBW7 E3 ligase activators, primary screen, biochemical, AlphaScreen, human; AlphaScreen FBW7–phospho-cyclin E peptide binding, activator screen; normalized activity (activation), % at 26.1 µM; actives 0.13% (n = 650,000); in the data active = normalized activity above about 1.9%;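 also: purified mutant Fbw7 with reduced substrate affinity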
Target sequence (Q969H0 whole entry, looked up): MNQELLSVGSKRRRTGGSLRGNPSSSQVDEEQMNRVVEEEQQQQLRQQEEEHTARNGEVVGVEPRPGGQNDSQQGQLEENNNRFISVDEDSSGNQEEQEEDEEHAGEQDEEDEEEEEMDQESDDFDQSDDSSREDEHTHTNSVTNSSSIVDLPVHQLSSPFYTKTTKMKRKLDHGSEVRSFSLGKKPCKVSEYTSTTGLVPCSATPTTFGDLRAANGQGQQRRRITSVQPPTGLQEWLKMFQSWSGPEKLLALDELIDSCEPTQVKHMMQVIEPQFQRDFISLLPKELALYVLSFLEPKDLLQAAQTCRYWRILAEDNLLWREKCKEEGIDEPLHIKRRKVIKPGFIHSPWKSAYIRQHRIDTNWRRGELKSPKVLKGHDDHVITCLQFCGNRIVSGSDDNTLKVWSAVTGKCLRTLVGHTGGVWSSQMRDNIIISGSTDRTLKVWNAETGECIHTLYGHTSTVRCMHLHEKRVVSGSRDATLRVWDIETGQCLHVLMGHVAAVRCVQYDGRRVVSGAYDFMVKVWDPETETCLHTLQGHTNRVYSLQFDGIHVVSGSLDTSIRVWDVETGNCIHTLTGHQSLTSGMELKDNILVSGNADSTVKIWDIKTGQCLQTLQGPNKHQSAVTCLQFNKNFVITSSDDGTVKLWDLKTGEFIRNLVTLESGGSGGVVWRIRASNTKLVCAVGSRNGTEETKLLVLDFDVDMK
MITF primary = MITF inhibitors, primary screen, biochemical, AlphaScreen, human. Microphthalmia-associated transcription factor (Homo sapiens), O75030. AlphaScreen MITF homodimerization, bead proximity signal. inhibition, % at 2.6 µM. actives 0.91% (n = 650,000). AID 1259374, 2018; in the data active = inhibition above about 50%;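 also: 0% = vehicle wells with protein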
TEAD-YAP block = TEAD-YAP interaction inhibition, primary screen, TEAD-YAP interaction inhibitor project, luminescence, HEK-TIYL cells; TEAD-Gal4/YAP UAS-luciferase luminescence; inhibition, % at 9.12 µM; actives 1.4% (n = 640,000); AID 1259422, 2018; in the data active = inhibition above about 32%;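 also: 0% = median of test compound wells and 100% = reference inhibitor wells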
GPR151 activ = activators of human GPR151, primary screen, cell-based, PathHunter beta-arrestin, luminescence; PathHunter beta-arrestin GPR151 cells; activation, % at 11.2 µM; G-protein coupled receptor 151 (Homo sapiens), Q8TDV0; actives 1% (n = 650,000); in the data active = activation above about 4.9%;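 also: 0% = median of compound wells and 100% = cells with positive control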
Target sequence (Q8TDV0 whole entry, looked up): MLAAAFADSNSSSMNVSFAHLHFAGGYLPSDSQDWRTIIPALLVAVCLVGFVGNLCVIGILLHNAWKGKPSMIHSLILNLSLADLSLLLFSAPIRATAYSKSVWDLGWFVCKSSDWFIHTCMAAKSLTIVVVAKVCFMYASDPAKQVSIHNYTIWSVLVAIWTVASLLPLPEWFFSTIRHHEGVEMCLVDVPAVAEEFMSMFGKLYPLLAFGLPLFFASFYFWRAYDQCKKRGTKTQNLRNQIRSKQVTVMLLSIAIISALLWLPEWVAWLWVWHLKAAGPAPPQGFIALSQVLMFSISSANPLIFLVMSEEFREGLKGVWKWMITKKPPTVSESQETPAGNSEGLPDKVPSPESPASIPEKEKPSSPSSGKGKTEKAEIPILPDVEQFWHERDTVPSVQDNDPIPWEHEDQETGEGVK
* marks the source's active call; other numbers are inactive results.

Screens in order: FBW7 act	MITF primary	TEAD-YAP block	GPR151 activ
- CC(CNCc1c(C(=O)O)n(Cc2ccc(F)cc2)c2ccccc12)c1ccccc1 (stereo not given)
→ 0.9	6.9	17.4	-1.4
- O=C(CSc1nnc(-c2ccc(F)cc2)o1)NCc1ccc(F)cc1
→ -0.1	6.8	-11.1	1.4
- NS(=O)(=O)c1ccc(NC(=S)N2CCN(Cc3ccccc3)CC2)cc1
→ 0.1	7.2	-0.1	0.0
- Cc1cnc(C)c(-c2ccc3c(c2)CC(CNC(=O)c2ccc(-c4ccco4)cc2)O3)n1 (stereo not given)
→ 0.1	-5.6	5.3	-0.6
- c1ccc(-c2noc(CN3CCN(c4nc5ccccc5o4)CC3)n2)nc1
→ 0.0	-11.3	4.8	-1.3
- CC1(C)CC2CC(C)(CN2C(=O)c2ccc([N+](=O)[O-])cc2[N+](=O)[O-])C1 (stereo not given)
→ -0.1	1.3	2.3	0.8
- COc1cc(C#N)ccc1OCc1ccc(Cl)cc1
→ -0.1	-1.6	-54.1	-1.6
- O=c1oc2ccc(Br)cc2cc1-c1nnc(Nc2ccc(Cl)cc2Cl)s1
→ -0.1	-1.8	-2.5	1.1
- O=C(CNC(=O)c1ccco1)Nc1ccc(Br)cc1
→ 0.2	-13.6	-30.5	0.4
- CCOc1cc(C2C(C(=O)OCC(C)C)=C(C)NC3=C2C(=O)CC(c2ccc(OC)cc2)C3)cc(Br)c1O (stereo not given)
→ 0.0	-4.4	1.1	-1.1

Going on with the list.
Screens in order: FBW7 act	MITF primary	TEAD-YAP block	GPR151 activ
- CC1(C)CCCC2=C1CC(C(=O)O)C(C(=O)N1CCCCC1)C2 (stereo not given)
→ 0.1	84.7*	-1.0	-0.3
- Nc1c(N(CCO)C(=O)C2CCCCC2)c(=O)[nH]c(=O)n1Cc1ccccc1
→ -0.1	3.2	-7.4	-1.1
- O=C(O)/C(=C\c1cccs1)c1ccc(S(=O)(=O)N2CCOCC2)s1
→ -0.1	-2.2	0.1	1.2
- O=C(CN1CCN(c2ncccn2)CC1)N1CCc2ccccc2C1
→ 0.0	23.7	3.4	0.2
- CCOC(=O)CC(NS(=O)(=O)c1ccc(OCC)cc1)c1ccc(C)cc1 (stereo not given)
→ 0.0	-10.8	11.3	0.3
- COc1cc(C(=O)n2c(=S)oc3ccccc32)cc(OC)c1OC
→ -0.1	5.4	-9.3	-1.6
- O=C(NCc1ccc(F)cc1)c1cn(-c2ccc(F)cc2F)c(=O)c2ccccc12
→ 0.0	-1.1	-4.4	0.6
- CCOc1ccc(OCCOn2nnc3ccccc32)cc1
→ 0.2	1.1	-46.9	-1.0
- CCOC(=O)C1CCN(c2c(N3CCCC(C(=O)OCC)C3)c(=O)c2=O)CC1 (stereo not given)
→ 0.2	11.0	-0.2	2.1
- O=C(Nc1ccc(S(=O)(=O)NCc2ccccn2)cc1)C1CCCN1C(=O)OCc1ccccc1 (stereo not given)
→ 0.0	-0.1	-2.3	0.3

The results go on:
Screens in order: FBW7 act	MITF primary	TEAD-YAP block	GPR151 activ
- CCC1(c2ccc3cc(OC)ccc3c2)SC(NC(C)=O)=NN1C(C)=O (stereo not given)
→ 0.1	-4.8	8.1	1.1
- CCOc1ccc(C2C(=O)N(C3CCCCC3)CC(=O)N2Cc2ccccc2Cl)cc1OC (stereo not given)
→ -0.1	13.4	-2.6	0.4
- COc1ccc(CC(=O)N(c2cccc(Cl)c2)C2C=CS(=O)(=O)C2)cc1 (stereo not given)
→ 0.2	16.8	8.4	0.5
- CCOc1cc(C=O)cc(Cl)c1OC(C)C
→ 0.3	16.0	5.8	-0.7
- O=C(c1ccco1)N1CCN(S(=O)(=O)c2cc3c4c(c2)CC(=O)N4CCC3)CC1
→ -0.2	2.3	9.3	2.2
- COc1ccc(OC)c(S(=O)(=O)Nc2cc3sc(=O)oc3c3ccccc23)c1
→ 0.0	-17.7	-10.7	-0.3
- C=CCNC(=O)C12CCC(C)(C(=O)C1)C2(C)C (stereo not given)
→ 0.0	10.8	7.9	0.0
- Cc1cccc(C)c1NC(=O)c1cc(S(=O)(=O)NCCc2ccccc2)ccc1F
→ 0.1	-7.7	-12.5	0.8
- CCOC(=O)c1c(NC(=O)CN2CCCC2)sc(C(C)=O)c1C
→ 0.2	-18.2	-9.2	1.4
- CN(Cc1cnccn1)C(=O)CC1C(=O)NCCN1Cc1cccs1 (stereo not given)
→ 0.1	2.8	7.3	2.3

(more compounds)
Screens in order: FBW7 act	MITF primary	TEAD-YAP block	GPR151 activ
- CCOC(=O)C1CCCN1C(=O)c1ccc(-c2ccccc2)cc1 (stereo not given)
→ 0.0	-2.3	-7.6	0.7
- Cc1cc(C)c(NC(=O)CSc2ccc(-c3ccco3)nn2)c(C)c1
→ 0.3	12.9	-1.9	-0.3
- Cc1ccc(NC(=O)c2sc3nc(N)c(C#N)cc3c2N)cc1F
→ 22.0*	15.0	-41.0	1.0
- COc1ccc(C2=NN(C(=O)CSc3nnc(CNC(=O)c4cccs4)n3-c3cccc(Cl)c3)C(c3ccc(OC)cc3)C2)cc1 (stereo not given)
→ 0.5	8.1	5.1	-1.6
- CN1C(=O)CC(CC(=O)N2CCN(C(=O)c3cccs3)CC2)(c2cccc(F)c2)C1=O (stereo not given)
→ 0.1	-1.1	7.8	0.8
- Cn1cc(CN2CCC(c3[nH]ncc3-c3ccccc3)CC2)cn1
→ -0.1	4.9	2.3	1.7
- CC(=O)Cn1cnc2sc(-c3ccccc3)cc2c1=O
→ -0.2	-21.6	-71.2	0.0
- Cc1ccccc1/C=C(\C#N)C(=O)Nc1ccccc1
→ 0.1	0.8	-6.0	0.7
- Nc1cc(C(=O)N=Nc2c(O)[nH]c3ccc(Br)cc23)n[nH]c1=O
→ 0.1	-18.2	0.0	-0.3
- CC(=O)Nc1ccc(S(=O)(=O)N2CCCC(c3nc(-c4ccc(F)cc4)no3)C2)cc1 (stereo not given)
→ -0.2	6.8	17.1	0.9

Next records.
Screens in order: FBW7 act	MITF primary	TEAD-YAP block	GPR151 activ
- Cc1nc2ncnn2c(Nc2cccc(Cl)c2)c1C
→ 0.1	-4.9	-2.6	-0.5
- O=C1CCN(CC2(O)CCN(S(=O)(=O)c3ccc(Cl)cc3)CC2)CC1
→ 0.1	4.8	3.9	4.6
- CCn1c(=S)sc2c(=O)n(-c3ccccc3)c(SCC(=O)Nc3ccc(C)cc3)nc21
→ 0.1	20.6	8.6	0.3
- COc1ccccc1/C=C/C=C(\C#N)C(=O)Nc1ccccn1
→ 0.0	16.5	-3.9	-0.2
- Nc1ccc(Oc2ccc3c(c2)C(=O)N(c2ccc(O)cc2)C3=O)cc1
→ -0.3	2.5	15.0	1.2
- CCOC(=O)C1CCN(CC(O)COc2ccccc2Br)CC1 (stereo not given)
→ 0.1	-6.0	-5.8	-0.7
- COc1ccc(C2(N3CCCCC3)Oc3ccccc3C(C#Cc3ccccc3)=C2C)cc1 (stereo not given)
→ -0.1	1.9	-7.5	-1.1
- c1cncc(CNc2ccn3ncc(-c4ccc5c(c4)OCO5)c3n2)c1
→ 0.1	12.1	9.5	2.1
- CSc1nccc(-c2cc(Cl)c3c(c2)CC(CNC(=O)C2CCOC(C)(C)C2)O3)n1 (stereo not given)
→ 0.8	-2.4	3.5	-1.6
- CCOC(=O)N1CCC(N(CCN(C)C)C(=S)Nc2cc(C)ccc2C)CC1
→ 0.2	4.8	6.2	2.0

Further structures.
SMILES | FBW7 act | MITF primary | TEAD-YAP block | GPR151 activ
COc1ccc2nc3oc(C(=O)Nc4cccc([N+](=O)[O-])c4C)cc3cc2c1 | 0.0 | -6.8 | -9.9 | -0.2
COc1ccc(/C=C/C(=O)Nc2nc3ccc(OC)cc3s2)cc1 | 0.0 | -7.1 | -3.2 | -0.1
CC1(C)CC2CC(C)(CN2C(=O)c2ccc(NS(=O)(=O)c3cccs3)cc2)C1 (stereo not given) | 0.1 | 9.8 | -5.7 | -0.7
COc1cc(OC)nc(C2CCN(C(=O)C(C)(C)C)CC2)n1 | 0.1 | -2.3 | 1.5 | 1.0
O=C(NC(N1CCOCC1)C(Cl)(Cl)Cl)c1cc([N+](=O)[O-])cc([N+](=O)[O-])c1 (stereo not given) | -0.1 | 3.1 | 1.1 | 0.7
N#CC1=C(SCC(N)=O)NC(=O)C(C#N)C1c1ccccc1Cl (stereo not given) | 0.2 | 8.2 | -5.6 | -0.4
O=C1NC(=O)C(=Cc2cn(Cc3c(F)cccc3Cl)c3ccccc23)C(=O)N1 | -0.5 | 1.8 | 6.6 | -0.6
O=C(NCc1ccccc1)C1CN(Cc2ccccc2)CCN1 (stereo not given) | 0.0 | 4.2 | 5.8 | -1.8
CCC(C)Oc1cccc(C(=O)Nc2ccccc2N2CCOCC2)c1 (stereo not given) | 0.0 | -9.7 | 0.3 | 2.7
CS(=O)(=O)C1=C(O)C(=O)N(CCCC(=O)O)C1c1ccc(Br)cc1 (stereo not given) | -0.1 | 3.1 | 9.0 | 1.9
C=CCNC(=O)c1cc(S(=O)(=O)N2CCOCC2)ccc1F | -0.2 | -11.3 | -13.5 | 1.5
COc1ccc(N=C/C(Br)=C/c2ccccc2)cn1 | 0.2 | -16.2 | -16.2 | 0.7
Nc1nc(NCCCN2CCCC2=O)cc(Nc2ncccn2)n1 | -0.1 | 4.7 | 4.1 | 2.6
O=C(O)C1CC=CCC1C(=O)N1CCN(c2nc(-c3ccccc3Cl)c3cc(Br)ccc3n2)CC1 (stereo not given) | 0.1 | -5.9 | -2.7 | 1.0
O=C1C(=O)N(CCCN2CCOCC2)C(c2ccc(F)cc2)/C1=C(\O)c1ccc(Br)cc1 (stereo not given) | -0.2 | 1.4 | -5.8 | -1.3
CC(C)(C)N1C(=O)NC(=O)/C(=C/c2ccc(O)c(O)c2)C1=O | 0.0 | 26.4 | -4.1 | 0.8
COc1cc(O)ccc1/C=N/NC(=O)c1ccncc1 | 0.0 | 4.6 | 0.0 | 0.5
c1ccc(Oc2nnc(Oc3ccccc3)c3ccccc23)cc1 | 0.0 | -1.2 | 5.1 | 0.5
Cn1c(=O)[nH]c(=O)c2c1nc1n2CC(c2ccc(Cl)cc2)=NN1 | -0.2 | 10.0 | -10.2 | 1.2
COc1ccccc1NC(=O)Cn1cnc2scc(-c3cccc([N+](=O)[O-])c3)c2c1=O | 0.1 | -1.5 | -0.9 | 1.2

The list continues:
SMILES | FBW7 act | MITF primary | TEAD-YAP block | GPR151 activ
CCOC(=O)c1c(C)nc2c(c1-c1ccc(C)cc1)C(=O)c1ccccc1-2 | -0.2 | 5.5 | -8.8 | -0.6
CCCc1c(O)nc(SCC(=O)O)[nH]c1=O | 0.2 | 14.3 | 9.6 | -0.1
Cc1ncc2c(c1CNC(=O)Cc1ccsc1)CCN(C1Cc3ccccc3C1)C2 | 0.1 | -7.2 | 8.0 | -0.9
O=C(NCC1CCCO1)C1CCN(S(=O)(=O)c2ccccc2)CC1 (stereo not given) | 0.1 | -7.6 | 10.2 | 0.3
O=C(NCc1cccc(C(F)(F)F)c1)C1CC12CCN(Cc1ccncc1)CC2 (stereo not given) | 0.0 | -17.0 | 4.7 | 0.7
CC1(C)Cc2c(sc(NC(=O)c3ccccc3F)c2C(N)=O)C(C)(C)N1 | 0.1 | 3.2 | 5.1 | 6.3*
COC(=O)c1cc2c(=O)n3cccc(C)c3nc2n(CCO)c1=N | 0.6 | 20.9 | 3.8 | 1.1
COC(=O)c1cn(NC(=O)c2ccc(F)cc2)c(=O)c2ccccc12 | 0.1 | 9.4 | 7.5 | 1.4
CC1(C)CC(=O)C2=C(C1)NC(=O)CC2c1ccc(-c2ccccc2)cc1 (stereo not given) | 0.1 | 8.1 | -1.2 | -0.9
O=C(CSc1nnc(-c2ccco2)n1-c1ccccc1)Nc1cccc(C(F)(F)F)c1 | -0.1 | -1.9 | 10.0 | 0.1
O=C(CC(C(=O)O)N1CCCCC1)Nc1cccc2ccccc12 (stereo not given) | 1.1 | 18.7 | 3.2 | -1.6
O=C(NC1CCN(Cc2ccccc2)CC1)c1cccc(-c2cccs2)c1 | -0.1 | 16.5 | 8.2 | 1.9
COc1ccc(NC(=O)C2C3C=CC4(O3)C2C(=O)N(CCCOC(C)C)C4C(=O)NC2CCCC(C)C2C)cc1 (stereo not given) | -0.1 | -17.7 | -4.8 | 0.1
CCc1ccc(N(CC(=O)NCc2ccco2)C(=O)CCC(=O)Nc2ccccn2)cc1 | -0.1 | 0.8 | 11.9 | -0.5
COc1ccc(-c2nc3ccccc3n2Cc2ccc(C)cc2)cc1OC | 0.0 | -3.5 | -6.7 | -0.9
Cc1ccc(OCCCN2C(=O)c3ccccc3C2=O)c([N+](=O)[O-])c1 | 0.4 | 14.0 | -29.2 | -3.3
C#CCOC(=O)CCN1C(=O)c2cccc3cccc(c23)C1=O | -0.1 | -10.1 | -7.8 | 0.6
CCOc1ccc(NC(=O)c2ccccc2F)c([N+](=O)[O-])c1 | -0.3 | 3.7 | -16.6 | -1.0
CCOC(=O)C1(CC2CC2)CCN(C(=O)Cn2cc3ccccc3n2)CC1 | -0.1 | 1.2 | -55.3 | 0.8
COc1cc2nc(N3CCN(Cc4ccc5c(c4)OCO5)CC3)nc(Nc3ccccc3)c2cc1OC | 0.2 | -0.8 | 3.7 | 0.5
O=c1[nH]c(=S)[nH]c(O)c1C=Nc1ccccc1-c1ccccc1 | 0.0 | 12.8 | -2.3 | 3.1

Part of the list above, as labelled records.
COc1ccc(-c2nc3ccccc3n2Cc2ccc(C)cc2)cc1OC
  FBW7 act: 0.0	MITF primary: -3.5	TEAD-YAP block: -6.7	GPR151 activ: -0.9
Cc1ccc(OCCCN2C(=O)c3ccccc3C2=O)c([N+](=O)[O-])c1
  FBW7 act: 0.4	MITF primary: 14.0	TEAD-YAP block: -29.2	GPR151 activ: -3.3
